Nrf2 block – Nrf2 qHTS screen for inhibitors; Potency, µM (series often up to 46 µM), without a hit: at the top dose activity change, negative = inhibition, hits mostly inhibitors; 360,000 compounds, 2.1% hits; AID 504444, 2011; A549 ARE-Fluc reporter, luciferase luminescence, 18-24 h; further: potency means the concentration at half of the fitted maximal effect; on the % scale 0 is the no-effect control and ±100 the full control effect; nearly all actives have a fitted effect of over 60% in size
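A549 ARE_Fluc cells, 5000/well, 5% FBS OPTI-MEM; compounds in dose-response, 18-24 h at 37 °C/5% CO2; CellTiter-Fluor viability read (Ex 405/Em 525), then BugLite luciferase luminescence = Nrf2 activity.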
MmCpn inh – Inhibitors of TCP-1 ring complex (TRiC) of Methanococcus maripaludis (MmCpn): qHTS | Potency, µM (series often up to 76.9 µM), without a hit: at the top dose activity, negative = inhibition, actives largely listed as inhibitors | purified Mm-Cpn ATPase, ADP Transcreener TR-FRET | 330,000 compounds, 0.031% hits | AID 504842, 2011 | Chaperonin Mm-Cpn (Methanococcus maripaludis); further: potency means the concentration at half of the fitted maximal effect; on the % scale 0 is the no-effect control and ±100 the full control effect; nearly all actives have a fitted effect of over 80% in size
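25 nM Mm-CPN + cpd, 10 min 37°C; + 10 uM ATP, 30 min 37°C; buffer 30 mM Tris pH 7.4, 100 mM KCl, 5 mM MgCl2, 1 mM DTT; Transcreener ADP HTRF detection 30 min RT.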
Nrf2 activator – qHTS of Nrf2 Activators. AREc32 ARE-luciferase reporter (MCF7-derived line), luminescence, 24 h. Potency, µM (titrated, usually from 46.1 µM), for the others: at the top dose activation, hits mostly activators. 410,000 compounds, 0.31% hits. AID 624171, 2012; further: potency means the concentration at half of the fitted maximal effect; % of control where 0% means no effect; nearly all actives have a fitted effect of over 65% in size
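Steps: seed AREc32_Fluc cells (1000/well, 5% FBS OPTI-MEM); incubate overnight at 37 deg C; add 23 nL compound; incubate 24 hr; add Steady-Glo; hold 30 min RT; read luminescence.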
ATXN viability – Viability Counterscreen for Primary qHTS for Inhibitors of ATXN expression. S2 cells (HEK-293 line with an ATXN2-luciferase reporter) viability, CellTiter-Fluor protease fluorescence, 24 h. Potency, µM (top dose mostly 56.7 µM), actives largely listed as cytotoxic. 400,000 compounds, 0.49% hits; further: potency means the concentration at half of the fitted maximal effect; nearly all actives have a fitted effect of over 40% in size
A549 tox – Nrf2 qHTS screen for inhibitors: counterscreen for cytotoxicity. A549 ARE-Fluc cells, CellTiter-Fluor viability, 18-24 h. Potency, µM (highest dose often 46 µM), without a hit: at the top dose activity change, negative = cytotoxicity, hits mostly inhibitors. 390,000 compounds, 0.16% hits. AID 504648, 2011; further: potency means the concentration at half of the fitted maximal effect; on the % scale 0 is the no-effect control and ±100 the full control effect
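A549 ARE-Fluc cells in 5% FBS OPTI-MEM, 5000 cells/well, rested 2 h then exposed to compounds in concentration-response for 18-24 h at 37 °C. Viability by CellTiter-Fluor fluorescence (Ex 405/Em 525) after 30 min; luciferase luminescence (BugLite, 15 min, RT) read afterwards.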
CCT chaperon mod – High-Throughput Screening for Modulators of Cytosolic Chaperonin Activity; purified chaperonin ATPase assay, HTRF ADP detection, 30 min; 360,000 compounds, 0.3% hits; activity change, % (test concentration not listed), hits read low; AID 651819, 2012; in the data active means activity change below about -30%; further: on the % scale 0 is the no-effect control and ±100 the full control effect
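ATPase activity: ADP formed was measured by HTRF Transcreener (665/615 nm ratio) after 30 min at 37 deg C with 10 uM ATP. Compounds screened at one 76 uM concentration against 40 or 20 nM TRiC in Tris pH 7.4/KCl/MgCl2/DTT buffer.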
pAkt inh – HTS Assay for Inhibitors of Akt Phophorylation: Primary Screen; Neuro2A IGF-stimulated pAkt S473 HTRF, 20 min; active compounds read low; AID 651550, 2012; activity change, % for hits at 50 µM; 360,000 compounds, 0.32% hits; in the data active means activity change below about -80%; inconclusive means mostly about -51% to -80%; further: on the % scale 0 is the no-effect control and ±100 the full control effect
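Single-point screen (50 µM final compound) in Neuro2A cells stimulated 20 min with 6 nM IGF at 37 deg C. After lysis, Ser473-phosphorylated Akt read by HTRF (ex 330 nm, em 615/665 nm) as the 665/615 ratio.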
TGFb inhibitor – qHTS for Inhibitors of TGF-b. HepG2 CAGA-GFP TGF-b/SMAD3 reporter, GFP fluorescence, 18 h; TGF-beta stimulated, 500 pg/mL final. Potency, µM (series often up to 46.1 µM), inactives show at the top dose activity, negative = inhibition, actives largely listed as inhibitors. 410,000 compounds, 1.2% hits; further: potency means the concentration at half of the fitted maximal effect; on the % scale 0 is the no-effect control and ±100 the full control effect; nearly all actives have a fitted effect of over 65% in size
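TGF-beta reporter screen: HEPG2 CAGA-GFP, 1% FBS, 500 pg/mL TGF-beta final, 18 h; per-cell GFP summed per well; curves fitted and categorized by class.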
HepG2 viability – qHTS for Inhibitors of TGF-b: Cytotox Counterscreen; HepG2 CAGA-GFP viability, ATP luminescence, 18 h; Potency, µM (top dose mostly 46.1 µM), for the others: at the highest dose activity change, negative = cytotoxicity, actives largely listed as cytotoxic; 410,000 compounds, 0.76% hits; AID 588856, 2011; further: potency means the concentration at half of the fitted maximal effect; some results filed as inactive show a strong effect at the top dose
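HepG2 CAGA-GFP cells (1000/well, DMEM with 1% FBS) received compound, then TGF-beta at 500 pg/mL final, and were incubated 18 hours at 37 degrees C. Viability was read by CellTiter-Glo luminescence. Media-only wells were set as complete cell-killing and DMSO as no toxicity.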
* marks the source's active call; other numbers are inactive results; i = inactive; ? = inconclusive; . = not tested or not shown; [ ] = another dose, or the depositor's remark. Unless noted, the call rests on the fitted dose curve; in most records, active means well fitted curve in the direction sought with a large enough effect; inconclusive means small, poorly fitted or top-dose-only effect, or another doubt; inactive means no such curve, though single readings can be large; an effect the other way counts as inactive or inconclusive.

Under each structure – CCT chaperon mod, Nrf2 block, HepG2 viability, Nrf2 activator, MmCpn inh, ATXN viability, A549 tox, pAkt inh, TGFb inhibitor
CN(CC(=O)Nc1ccc(F)c(F)c1F)C(=O)c1ccc(-n2cncn2)c([N+](=O)[O-])c1
    -0.9, -12%, -1%, -0.6%, -1%, ?, -10%, i, -8%
Cc1ccc(CNC(=O)c2cc(NS(=O)(=O)c3ccc(C)cc3)ccn2)cc1
    ., 0%, -1%, 0.0%, ., i, -2%, ., -31%
Cc1cc(=O)n2[nH]c(N)c(N=Nc3ccccc3F)c2n1
    -13, -4%, -21%, 11%, -5%, ?, ?, i, -14%
Cc1ccc2nc(CCl)[n+]([O-])c(-c3ccccc3)c2c1
    -0.1, -1%, -3%, 0.0%, -3%, ?, -5%, i, -1%
Cc1nnc(SCC(=O)NC2(C#N)CCCCC2)n1N
    -3.0, ., -13%, -1.3%, ., i, ., i, -3%
CC1Cc2ccccc2N1C(=O)CCn1c(=O)sc2ccccc21 (configuration not stated)
    -1.5, 8%, 4%, -1.2%, 2%, i, 5%, i, 7%
CC1CCCN(C(=O)CCNS(=O)(=O)c2ccc3c(c2)oc(=O)n3C)C1 (configuration not stated)
    -3.1, -4%, 2%, -0.7%, 0%, i, 0%, i, 11%
O=C(NCCCN1CCN(c2ccccc2F)CC1)C1CCCN(S(=O)(=O)c2cnc[nH]2)C1 (configuration not stated)
    -0.1, -4%, -2%, -0.3%, 0%, i, -2%, i, -7%
CCOc1ccccc1Nc1nc(N)nc(Cl)c1CC
    -0.6, 22%, -8%, 1.5%, ., i, 1%, i, 7%
O=C(Nc1ccc2c(c1)OCO2)c1ccccn1
    0.1, ?, -35%, -0.6%, -7%, i, -1%, i, 6%

Going on with the list:
Under each structure – CCT chaperon mod, Nrf2 block, HepG2 viability, Nrf2 activator, MmCpn inh, ATXN viability, A549 tox, pAkt inh, TGFb inhibitor
O=C1C(c2ccccc2)SC(=Nc2ccccc2)N1S(=O)(=O)c1ccccc1 (configuration not stated)
    -2.0, -7%, -23%, 1.8%, -1%, i, -8%, i, 8%
CCOC(=O)c1ccc(NC(=O)NNS(=O)(=O)c2cc(OC)ccc2OC)cc1
    -0.8, -18%, 0%, -0.1%, ?, i, -8%, i, 0%
O=c1cc(CN2CCN(S(=O)(=O)c3ccccc3)CC2)nc2sccn12
    1.2, -12%, 0%, -0.4%[9.22 µM], 0%, i, 2%, i, 15%
COC(=O)c1c(NC(=O)CC2SC(N)=NC2=O)sc(C)c1C (configuration not stated)
    -1.8, -19%, -87%, 3.9%, 1%, i, 2%, i, -25%
CCOc1ccc(-c2n[nH]c(C)c2-c2ccccc2OC)c(O)c1
    -0.9, 19%, -34%, 0.2%, -1%, i, 1%, i, -11%
Cc1ccc(C)c(S(=O)(=O)N2CCN(C(=O)c3cc(S(=O)(=O)NCc4ccccc4)ccc3C)CC2)c1
    -1.2, -35%, -22%, 2.4%, 3%, i, -2%, i, ?
Cc1ccc(C(=O)Nc2ccc(S(=O)(=O)NC3=NCCCCC3)cc2)cc1S(=O)(=O)N1CCOCC1
    -0.6, -57%, -24%, -1.0%, 2%, i, -2%, i, 0%
CCOC(=O)C1=CC[C@@H](c2ccccc2)N(S(=O)(=O)c2ccc(C)cc2)[C@H]1C=C(C)C
    -0.6, ., -27%, 3.2%, ., ?, ., i, -29%
Cc1noc2ncnc(N3CCCC3)c12
    0.1, 16%, -1%, -0.1%, 2%, i, 0%, i, 4%
NS(=O)(=O)c1ccc(CNC(=O)c2scc3c2CCCC3)cc1
    1.6, 6%, 1%, 0.3%, 1%, i, 6%, i, 11%

(next part)
Under each structure – CCT chaperon mod, Nrf2 block, HepG2 viability, Nrf2 activator, MmCpn inh, ATXN viability, A549 tox, pAkt inh, TGFb inhibitor
COc1ccc(CSCCNC(=S)Nc2ccccc2)cc1Cl
    0.0, -33%, -72%, 2.8%, -1%, ?, 0%, i, ?
Cc1cc(C)cc(NC(=O)Cn2nnc(-c3ccccc3F)n2)c1
    ., ., -18%, 7.5%, ., ., 8%, ., -13%
CC(=NNC(=O)Cn1ccc(C(F)(F)F)n1)c1ccc(-n2ccnc2)cc1
    0.6, -8%, -2%, 2.7%, 0%, i, 4%, i, 16%
O=C1CCCC2=C1C(c1ccc(Cl)cc1)C1C(=O)c3ccccc3C1=N2 (configuration not stated)
    -0.8, ?, -24%, -0.5%, -3%, ?, -22%, i, ?
Cc1cc(C(=O)CSc2nnc(N)s2)c(C)n1Cc1cccs1
    1.2, -8%, -1%, -1.5%, -1%, i, 2%, i, 2%
CCCCOC(=O)c1ccc(NC(C)=O)cc1
    0.4, ., 3%, 3.3%, 0%, i, 2%, i, ?
CCC(=O)c1ccc(OCC(=O)Nc2ccccc2N2CCOCC2)cc1
    0.6, 1%, -16%, 4.6%, -2%, i, 4%, i, -1%
CC1(C)Cc2ccccc2C(NNC(=O)c2ccccn2)=N1
    -5.7, ?, -16%, 0.0%, -2%, i, -17%, i, -19%
CCN(c1ccccc1)S(=O)(=O)c1nnc(NC(=O)COc2ccc(OC)cc2)s1
    ., ?, -7%, -0.4%, ., ., 10%, ., -1%
COc1cc2c(cc1NC(=O)c1ccccc1C)n(C)c(=O)n2C
    ., -7%, -5%, 3.5%, ., i, 1%, ., 1%

The listing continues:
Under each structure – CCT chaperon mod, Nrf2 block, HepG2 viability, Nrf2 activator, MmCpn inh, ATXN viability, A549 tox, pAkt inh, TGFb inhibitor
Cc1ccc(NC(=O)NC2OC(=O)c3ccccc32)cc1 (configuration not stated)
    0.5, -2%, 9%, -2.4%, ., i, 3%, i, 0%
COc1ccc(-n2cnc3c(sc4nc(N5CCOCC5)c5c(c43)CCCC5)c2=O)cc1
    -2.5, ?, 29%, -0.2%, 3%, i, -2%, i, -2%
COc1ccc(C)cc1NC(=O)N1CCC(CO)(CC2CCCCO2)CC1 (configuration not stated)
    -0.6, 6%, -18%, 0.0%, 1%, i, -2%, i, 10%
CCOC(=O)c1cc(CC)sc1NC(=O)Cc1ccccc1
    -0.5, 3%, -31%, -0.1%, -9%, ?, -6%, i, -8%
CCOc1ccc(CCNC(=O)COC(=O)c2cc([N+](=O)[O-])ccc2N2CCOCC2)cc1OCC
    -0.4, 1%, 0%, 2.5%, -2%, i, -11%, i, 1%
O=C(O)C1CC1C(=O)N1CCN(c2ccc(Cl)c(Cl)c2)CC1 (configuration not stated)
    -1.5, 6%, -4%, 0.4%, 4%, i, -17%, i, 1%
CC1=CC2=NC(=O)/C(=C/c3cccn3Cc3ccccc3)C(=N)N2O1
    -1.6, -4%, 10%, 3.6%, 1%, i, -5%, i, -2%
Cc1ccc(-n2ncc3c2CC(C)(C)CC3NC(=O)CCN2CCCCC2=O)cc1 (configuration not stated)
    -1.7, -24%, -8%, -0.7%, 2%, i, 0%, i, -16%
C#CCOCCOCCOCCNc1nc(N2CCN(C(=O)[C@H]([C@@H](C)CC)n3cc([C@@H](N)CO)nn3)CC2)nc(N2CCN(C(=O)[C@H](CCCCN)n3cc([C@@H](N)C(C)CC)nn3)CC2)n1 (some centres not stated)
    0.2, 23%, 25%, -0.6%, ., i, -7%, i, 9%
O=C1CC(c2ccc(Cl)cc2)c2c(O)cc(O)cc2O1 (configuration not stated)
    -1.7, 12%, -34%, -0.7%, 2%, i, 0%, i, -22%

Other structures:
Under each structure – CCT chaperon mod, Nrf2 block, HepG2 viability, Nrf2 activator, MmCpn inh, ATXN viability, A549 tox, pAkt inh, TGFb inhibitor
CCN(CC)CCN(C(=O)CN1C(=O)c2ccccc2C1=O)c1nc2cc3c(cc2s1)OCO3
    0.7, 13%, 6%, -0.2%, 0%, i, 0%, i, 16%
Cc1ccc(S(=O)(=O)Nc2cc3c(C(=O)Nc4ccccc4)c(C)oc3c3ccccc23)cc1
    1.0, 6%, -25%, 8.6%, -4%, i, -1%, i, -20%
Cc1cc(C(=O)CSc2ccc(F)cc2)cc(C)c1O
    0.4, 7%, -19%, 3.4%, -2%, i, 2%, i, -18%
COc1ccccc1Cc1nnnn1CC(=O)O
    -3.8, 2%, -1%, -0.2%, 2%, i, -4%, i, -10%
O=C(NCC(=O)N(CCc1ccccc1)C(C(=O)NC1CCCC1)c1cccnc1)c1ccco1 (configuration not stated)
    -1.6, -24%, -7%, 0.2%, 1%, i, -8%, i, -5%
O=C(C[n+]1ccc(/C=N/O)cc1)N(Cc1ccccc1)Cc1ccccc1
    0.7, ?, 3%, -0.3%, 1%, i, -11%, i, -9%
O=C(Nc1cccc(N2C(=O)C3C4C=CC(C4)C3C2=O)c1)c1cccs1 (configuration not stated)
    -0.5, -20%, -20%, 3.7%, 2%, i, -1%, i, -24%
CC1CCCN(S(=O)(=O)CCNC(=O)c2ccc3c(c2)OCO3)C1 (configuration not stated)
    1.3, 22%, 6%, -0.6%, 2%, i, 1%, i, 10%
Cc1csc(SCC(=O)c2c(N)n(C)c(=O)n(C)c2=O)n1
    -0.9, ., -39%, 3.0%, 0%, i, 3%, i, -10%
Cc1cccc(Nc2c(-c3cccs3)nc3nc(C)cc(C)n23)c1
    ., 9%, -29%, 4.8%, ., ., 0%, ., -18%
O=C(Nc1ccc(Cl)c(Cl)c1)Nc1ccccc1O
    -1.4, -27%, -63%, 15%, 3%, i, -12%, i, ?
COc1ccc(CN2CCC2(C)C(=O)NCCc2c[nH]c3ccccc23)c2ccccc12 (configuration not stated)
    -1.2, ., -7%, 4.1%, ., i, ., i, ?

High-throughput results (PubChem)
